# NLRP3 yeast inh = NALP3 inhibition in yeast; 330,000 tested, 0.39% active; inhibition, % at 10 µM; Yeast reconstituted NLRP3/ASC/caspase-1, beta-gal luminescence, 24 h; AID 2825;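 active = inhibition of 50% or more; inactive = inhibition below 50%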;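 also: plate controls were induced DMSO wells for no effect and uninduced yeast grown without galactose for full effect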
# UPR CHOP act = apoptotic UPR (CHOP) activation. CHO-CHOP luciferase reporter, luminescence; percent of tunicamycin response over DMSO baseline. activation, % at 10 µM. 330,000 tested, 0.34% active;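 active = at 10 µM dose, activation of 40% or more, normalized to positive control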;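 also: 100% = tunicamycin at 10 µg/mL and 0% = DMSO alone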
#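 Dosing – one dose, 10 µM in 0.5% DMSO · System – CHO-CHOP cells, stable luciferase reporter of PERK-eIF2a-CHOP signalling · Input – 500 cells/well · Control set – tunicamycin 10 µg/mL final as positive, DMSO-only wells as negative · Timing – 6 h compound treatment, 37 °C · Measure – % activation vs tunicamycin · Technique – luminescence read with Steady-Glo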
# Mdm2 MdmX PPI = inhibitors of human Mdm2/MdmX interaction; inhibition, % at 8 µM; 330,000 tested, 3% active; SaOS-2 split-luciferase Mdm2/MdmX complementation, luminescence; O15151+Q00987;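 active = inhibition of at least 50% at 8 µM in the primary screen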
# Target sequence (O15151 whole entry, looked up): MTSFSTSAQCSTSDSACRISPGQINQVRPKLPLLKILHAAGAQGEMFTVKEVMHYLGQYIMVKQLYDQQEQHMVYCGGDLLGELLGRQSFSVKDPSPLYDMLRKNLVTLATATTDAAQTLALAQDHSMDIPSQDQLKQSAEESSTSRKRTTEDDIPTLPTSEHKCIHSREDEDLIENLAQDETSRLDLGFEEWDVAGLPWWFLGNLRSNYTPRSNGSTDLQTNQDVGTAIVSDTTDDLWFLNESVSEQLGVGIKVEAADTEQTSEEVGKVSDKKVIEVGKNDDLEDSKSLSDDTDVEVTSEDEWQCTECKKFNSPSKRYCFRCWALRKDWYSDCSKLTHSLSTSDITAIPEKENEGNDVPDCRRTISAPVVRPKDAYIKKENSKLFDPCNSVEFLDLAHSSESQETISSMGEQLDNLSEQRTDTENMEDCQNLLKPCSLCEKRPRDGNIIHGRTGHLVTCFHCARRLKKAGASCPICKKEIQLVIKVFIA
# Target sequence (Q00987 whole entry, looked up): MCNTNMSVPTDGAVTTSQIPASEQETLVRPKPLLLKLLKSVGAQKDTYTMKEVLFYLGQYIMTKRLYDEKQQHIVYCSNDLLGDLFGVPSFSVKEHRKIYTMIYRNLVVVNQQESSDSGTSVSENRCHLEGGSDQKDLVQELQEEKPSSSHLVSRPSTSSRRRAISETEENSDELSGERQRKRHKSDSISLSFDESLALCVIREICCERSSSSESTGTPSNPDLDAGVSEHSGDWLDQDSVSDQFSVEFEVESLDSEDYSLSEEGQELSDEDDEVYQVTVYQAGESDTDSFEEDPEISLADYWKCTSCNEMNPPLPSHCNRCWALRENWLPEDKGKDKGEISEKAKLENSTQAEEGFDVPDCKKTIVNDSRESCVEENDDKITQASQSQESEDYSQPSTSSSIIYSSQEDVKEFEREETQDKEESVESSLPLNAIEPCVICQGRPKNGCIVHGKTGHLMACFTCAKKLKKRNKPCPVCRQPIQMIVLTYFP
# tim10-1 inh = growth inhibitors of tim10-1 mutant yeast; S. cerevisiae tim10-1 ts strain growth, BacTiter-Glo, 24 h; inhibition, % at 20 µM; 330,000 tested, 2.2% active; AID 463190;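 active = inhibition of at least 40%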;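 also: mutant grown at 25 °C; 0% = DMSO wells with yeast and 100% = wells holding no yeast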
# GRIN3A LBD mod = modulators (binders) of human NR3A ligand-binding domain; NR3A LBD differential scanning fluorimetry, Tm shift; 0% = protein alone, 100% = glycine-bound protein; Tm shift relative to glycine control, % at 25 µM; 340,000 tested, 2.5% active; AID 1259313;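 active = melting temperature shift of at least 10% of the positive control shift, at one fixed dose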
# XBP1 UPR activ = adaptive UPR (XBP1) activation; CHO-XBP1 luciferase reporter, IRE1-XBP1 UPR activation, luminescence; percent of tunicamycin response, DMSO as zero; activation, % at 20 µM; 330,000 tested, 0.33% active;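 active = versus positive control, 20 µM dose yields 30% or more activation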;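 also: 100% = tunicamycin at 10 µg/mL and 0% = DMSO only wells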
#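 Test system: CHO-XBP1 luciferase reporter cells | Buffer or medium: Serum-containing F12 medium, 10% FBS | Schedule: 6 h compound exposure at 37 °C, 5% CO2 | Detection: Steady-Glo luciferase glow luminescence, 10 min after reagent addition | Read-out basis: Activation, % of tunicamycin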
# tim23-1 inh = tim23-1 yeast growth inhibition; S. cerevisiae tim23-1 growth, BacTiter-Glo luminescence, 24 h; inhibition, % at 20 µM; 330,000 tested, 1.3% active;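 active = growth inhibition of the mutant yeast at or above 50%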;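 also: temperature-sensitive mutant grown at 25 °C; plate controls were DMSO-treated mutant yeast for no effect and medium wells lacking yeast for full effect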
# TIM10 inh = growth inhibitors of TIM10 yeast strain. S. cerevisiae TIM10 strain growth, BacTiter-Glo luminescence, 24 h. inhibition, % at 10 µM. 330,000 tested, 1.4% active. AID 463195;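 active = inhibition of 40% or more at the single tested concentration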;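 also: wild-type TIM10 isogenic control strain grown at permissive 25 °C; 0% = DMSO yeast wells and 100% = minimal medium wells without yeast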
# APJ ag = APJ receptor agonism. P35414. AID 2520. activation, % at 20 µM. CHO-K1 APJ PathHunter beta-arrestin, luminescence; 0% DMSO wells, 100% apelin. 330,000 tested, 0.11% active;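 active = activation more than six SD over the plate average, tested at 20 µM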;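 also: 0% = DMSO alone and 100% = apelin-13 at 10 nM; some results filed as inactive read as strong as hits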
#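 Incubation: overnight seeding, 90 min compound at 25 °C, 1 h detection; test system: PathHunter CHO-K1 APJ (AGTRL-1) beta-arrestin reporter cells; amount: 1000 cells/well; doses: one dose, 20 µM compound, 1% DMSO; measured by: beta-gal luminescence; measure: agonist-driven arrestin binding to APJ; benchmarks: negative DMSO alone, positive Apelin-13 at 10 nM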
# Starred values were filed as active, the others as inactive; nt = no result given.
SMILES,NLRP3 yeast inh,UPR CHOP act,Mdm2 MdmX PPI,tim10-1 inh,GRIN3A LBD mod,XBP1 UPR activ,tim23-1 inh,TIM10 inh,APJ ag
Cc1ccc(NS(=O)(=O)c2cccc(C(=O)N/N=C/c3ccc4c(c3)OCCO4)c2)c(C)c1,9,1.3,16,13,5,-3,0,7,-1
O=C(O)c1ccc2c(c1)ncn2C1CCCCCC1,11,-0.2,-7,8,-1,0,24,5,-1
O=C(O)COCC(=O)N1CCN(C(c2ccccc2)c2ccccc2)CC1,15,-1.5,9,-17,0,-1,-1,12,3
COc1ccccc1N1CC(C(=O)Nc2ccccc2N2CCCC2)CC1=O (stereo not given),11,0.2,12,-9,-1,0,-2,-4,-1
Cc1cc(C(=O)N2CCN(c3ncccn3)CC2)c(C)o1,6,0.3,10,-3,-2,-1,8,3,3
CN(C(=O)c1cccs1)c1ccccc1C(=O)O,1,-0.8,-7,10,1,3,-5,12,-3
CN(C(=O)c1ccc(NC(=O)Cc2ccc(NC(=O)C3CCN(C(=O)C4CCCCC4)CC3)cc2)cc1)C1CC1,-4,0.5,9,6,1,-3,14,3,-3
COc1cc(OC)c(-c2sc(Nc3ccccc3)n[n+]2-c2ccc(F)cc2)cc1OC,2,-0.5,26,10,-3,5,16,9,-4
Cc1c(NC(=O)OC(C)C)sc(=S)n1C,9,-0.5,0,-5,0,-1,-6,-1,-2
COc1ccc(CC(NC(C)=O)C(=O)NC2CCN(S(=O)(=O)c3ccccc3)CC2)cc1OC (stereo not given),0,-0.8,5,7,1,-1,6,-4,1
Cc1cc(N2CCN(C3CCCC3)CC2)n2c(nc3ccccc32)c1C#N,17,-0.7,21,5,-3,-1,-5,-6,-3
C/C(=N\OC(=O)c1ccc(C)cc1)c1c(C)nc2cc(C)ccn12,3,-2.6,19,19,0,1,17,3,-3
Cc1ccccc1S(=O)(=O)N1[C@@H](c2ccc(Cl)cc2)C(C(=O)O)=CC[C@H]1c1ccc(Cl)cc1,17,2.0,-5,17,0,1,28,11,-3
CCOC(=O)C(C)Oc1ccc2c(CC)cc(=O)oc2c1C (stereo not given),18,-1.1,-44,22,1,1,29,-3,2
CCOc1ccc(NC(=O)CSc2nc(=O)n(Cc3cccnc3)c3c2CCC3)cc1,14,-0.6,23,20,-2,-1,6,9,-6
O=C(CCC(=O)Nc1ccccc1Cl)NNS(=O)(=O)c1ccc(Cl)cc1,8,-0.9,20,10,-1,-3,5,0,-3
CSc1cccc(NC(=O)C2CCCN2S(=O)(=O)c2ccc(Br)s2)c1 (stereo not given),-3,-1.1,20,38,-7,1,33,35,-6
Cn1nc(C(F)(F)F)c(-c2ccc(Br)cc2)c1NC(=O)CSCC(=O)O,2,-0.6,10,3,1,3,-11,-6,3
C=CCc1cc(C(=O)N2CCCCC2)ccc1O,10,-0.7,23,17,-1,-2,21,17,-3
Cc1ccccc1OCCn1ccnc1,8,1.1,-5,-9,3,-3,4,-9,-1
CNCC[C@H](Oc1cccc2ccccc12)c1cccs1,39,-1.7,44,30,-3,-3,7,20,0
Cc1ccc(C(=O)Cn2cccn2)cc1,11,0.9,-16,0,-2,-2,-1,6,-4
CCOc1ccc(N(CC(=O)NC2CCCCC2)S(=O)(=O)c2ccc(C)cc2)cc1,5,-1.3,19,-8,0,-7,-6,4,2
COc1cc(CN2CCN(c3cccc(C)c3C)CC2)cc(OC)c1O,6,-0.7,-10,4,-1,1,13,1,4
O=C(OCC(F)(F)C(F)F)c1ccccc1C(=O)Oc1ccc(F)cc1F,-4,-1.3,10,1,0,0,8,16,-3
O=C(CNC(=O)c1ccccc1F)OCn1nnc2ccccc2c1=O,1,3.4,-22,-20,1,-1,10,-10,-2
CCCn1c(SCC(=O)NC(C)C23CC4CC(CC(C4)C2)C3)n[nH]c1=O (stereo not given),22,0.2,15,5,1,-1,20,5,0
COc1ccc(-n2c(SCC(=O)Nc3ccccc3OC)nc(O)c(Cc3ccccc3)c2=O)cc1,4,-0.8,15,20,-5,-3,19,9,-5
c1ccc(-c2c[n+]3c(n2-c2ccccc2)CCC3)cc1,2,2.3,20,-30,-1,-1,-28,-20,-5
CC(Sc1nc2cc(Cl)ccc2s1)C(=O)Nc1ccc2c(c1)OCO2 (stereo not given),13,4.4,-14,28,17*,1,32,8,-1
Cc1cccc(-c2nc3c(c(SCC(=O)N(C)C)n2)CCCC3)c1,18,0.8,5,23,-3,-2,26,11,-4
O=C(CCc1nnc2n(Cc3ccc(Cl)cc3)c(=O)c3ccccc3n12)N1CCN(c2ccccn2)CC1,23,0.6,33,44*,-4,-1,31,15,-2
CC(=O)c1ccc(OCC(O)CN2CCN(c3ccccn3)CC2)cc1 (stereo not given),-1,0.3,7,6,-1,-3,-9,2,-2
CCOC(=O)c1c(NC(=O)CSc2nnc(-c3c[nH]c4ccccc34)n2CCOC)sc2c1CCCCC2,-5,2.2,56*,16,-4,3,30,12,7
O=C(Nc1nc2ccccc2s1)NC1CCCCC1,31,3.9,-221,17,-5,5,48,39,-3
O=C1C(NS(=O)(=O)c2cccs2)=C(N2CCN(c3cccc(Cl)c3)CC2)C(=O)c2ccccc21,17,0.9,6,30,-1,3,23,21,-1
CCN(CC)CC(=O)N1c2ccccc2CCc2ccc(NC(=O)c3cc(OC)c(OC)c(OC)c3)cc21,18,-1.2,39,1,-1,-3,12,-4,1
S=c1[nH]nc(Nc2cccc(Cl)c2)s1,11,2.0,-24,2,0,0,4,-4,-2
CCN(CC)S(=O)(=O)c1cccc(NC(=O)COc2ccc(C#N)cc2OC)c1,0,1.7,-4,40,-3,-3,18,-8,-1
CCn1cnc2sc(C(=O)N3CCN(Cc4ccc5c(c4)OCO5)CC3)c(C)c2c1=O,7,-1.7,32,18,nt,-3,19,9,-5

# Reformatted: seven of the compounds above
Compound | NLRP3 yeast inh | UPR CHOP act | Mdm2 MdmX PPI | tim10-1 inh | GRIN3A LBD mod | XBP1 UPR activ | tim23-1 inh | TIM10 inh | APJ ag
Cc1cccc(-c2nc3c(c(SCC(=O)N(C)C)n2)CCCC3)c1 | 18 | 0.8 | 5 | 23 | -3 | -2 | 26 | 11 | -4
CCOC(=O)c1c(NC(=O)CSc2nnc(-c3c[nH]c4ccccc34)n2CCOC)sc2c1CCCCC2 | -5 | 2.2 | 56* | 16 | -4 | 3 | 30 | 12 | 7
S=c1[nH]nc(Nc2cccc(Cl)c2)s1 | 11 | 2.0 | -24 | 2 | 0 | 0 | 4 | -4 | -2
CCn1cnc2sc(C(=O)N3CCN(Cc4ccc5c(c4)OCO5)CC3)c(C)c2c1=O | 7 | -1.7 | 32 | 18 | nt | -3 | 19 | 9 | -5
CCN(CC)CC(=O)N1c2ccccc2CCc2ccc(NC(=O)c3cc(OC)c(OC)c(OC)c3)cc21 | 18 | -1.2 | 39 | 1 | -1 | -3 | 12 | -4 | 1
O=C(CNC(=O)c1ccccc1F)OCn1nnc2ccccc2c1=O | 1 | 3.4 | -22 | -20 | 1 | -1 | 10 | -10 | -2
CCN(CC)S(=O)(=O)c1cccc(NC(=O)COc2ccc(C#N)cc2OC)c1 | 0 | 1.7 | -4 | 40 | -3 | -3 | 18 | -8 | -1

# Next section
SMILES,NLRP3 yeast inh,UPR CHOP act,Mdm2 MdmX PPI,tim10-1 inh,GRIN3A LBD mod,XBP1 UPR activ,tim23-1 inh,TIM10 inh,APJ ag
COc1cc(C(c2sc3nc(C)nn3c2O)N2CCN(c3ccccc3)CC2)cc(OC)c1OC (stereo not given),9,0.5,-7,-10,3,-1,10,0,-1
CS(=O)(=O)c1ncc(CO)n1Cc1ccccc1,6,-3.8,17,5,-14,1,1,11,-4
O=C(NCC1CCCO1)c1ccc(S(=O)(=O)Nc2ccc(F)cc2)cc1 (stereo not given),17,-0.6,-6,10,2,-4,8,0,-5
CCOc1ccc(-n2cc(C(=O)Nc3cccc(C)n3)c3cc(OC)c(OC)cc3c2=O)cc1,8,5.6,16,16,-1,2,24,14,-2
N#C/C(=C/c1ccc(-c2ccc(S(N)(=O)=O)cc2)o1)C(=O)Nc1ccccc1,4,1.1,14,3,23*,10,-15,-3,8
Cc1coc2c1c(C)cc1oc(=O)c(CC(=O)NCC(=O)NCC(=O)O)c(C)c12,-12,0.6,-2,-6,0,2,-3,-6,-2
COc1ccc(S(=O)(=O)N2CCN(c3cc(-c4ccccc4)nc4ncnn34)CC2)cc1,7,3.0,7,39,2,2,29,27,0
CCCc1nnc(NC(=O)c2c(O)c3c([nH]c2=O)CCCC3)s1,12,4.2,11,-2,2,15,-23,-15,-4
CCCNC(=O)Cc1c(C)n(C(=O)c2ccc(Cl)cc2)c2ccc(OC)cc12,6,0.5,10,20,2,-3,20,-2,-3
O=C(C1CC(c2ccccc2O)=NO1)N1CCCCC1 (stereo not given),27,3.2,-12,-8,1,-2,3,-6,-5
CC(=O)c1ccc(NC(=O)COc2ccccc2C(=O)Nc2ccccc2)cc1,7,7.1,18,9,15*,5,15,17,-1
O=C(CC(O)CCc1ccccc1)c1ccc(O)cc1 (stereo not given),14,1.5,-20,-19,-2,1,-14,-43,1
COc1cccc2c(O)cc(=O)n(C)c12,6,0.1,-1,8,-3,0,-3,2,-3
CC(=O)c1cccc(N(C(=O)c2ccco2)C(C(=O)NC2CCCC2)c2ccccc2F)c1 (stereo not given),8,0.8,17,18,-1,-5,10,-10,-1
CC(C)CC(=O)N1CCN(C(=O)c2ccc(-c3ccccc3)cc2)CC1,17,-1.7,9,4,-3,-6,7,-3,0
Cc1cc(C(F)(F)F)n2nc(-c3sccc3-n3cccc3)cc2n1,16,-1.4,-3,11,-1,-2,5,0,-1
Cn1cc(C(c2ccccn2)c2cn(C)c3ccccc23)c2ccccc21,14,-0.5,19,27,-1,0,30,34,-3
C=CCn1cnc2c(nnn2-c2ccc(Cl)cc2)c1=O,17,1.7,8,15,1,1,16,3,0

# Of the compounds above, these contain a furan ring, fused or not:
SMILES,NLRP3 yeast inh,UPR CHOP act,Mdm2 MdmX PPI,tim10-1 inh,GRIN3A LBD mod,XBP1 UPR activ,tim23-1 inh,TIM10 inh,APJ ag
Cc1cc(C(=O)N2CCN(c3ncccn3)CC2)c(C)o1,6,0.3,10,-3,-2,-1,8,3,3
N#C/C(=C/c1ccc(-c2ccc(S(N)(=O)=O)cc2)o1)C(=O)Nc1ccccc1,4,1.1,14,3,23*,10,-15,-3,8
Cc1coc2c1c(C)cc1oc(=O)c(CC(=O)NCC(=O)NCC(=O)O)c(C)c12,-12,0.6,-2,-6,0,2,-3,-6,-2
CC(=O)c1cccc(N(C(=O)c2ccco2)C(C(=O)NC2CCCC2)c2ccccc2F)c1 (stereo not given),8,0.8,17,18,-1,-5,10,-10,-1
